Screening results as filed in PubChem BioAssay.
HCV inhibitor: inhibitors of hepatitis C virus infection; Huh7.5.1 HCVcc-Cre infection, luciferase reporter, 44 h; Potency, µM (series often up to 41.8 µM), for the others: at the top dose activity change, negative = inhibition, most hits filed as inhibitors; 3.4% of 340,000 active; AID 651820; also: potency is read from the fitted curve at half-maximal effect
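After 44 h co-culture of compound, cells and HCVcc-Cre (~0.5 moi), substrate is added for 15 min at room temperature and luciferase measured over 15 sec. Cells were seeded at 1,000/well and pre-cultured 4 h.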
AmpC no deterg: inhibitors of E. coli AmpC beta-lactamase without detergent; P00811; 0.52% of 330,000 active; Potency, µM (titrated, usually from 57.1 µM), for the others: top-dose activity change, negative = inhibition, usual class: inhibitors; AmpC nitrocefin hydrolysis, absorbance 480 nm, 0.0001% Triton;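 also: potency is read from the fitted curve at half-maximal effect; plate controls were no compound for no effect and no enzyme for full effect; nearly all actives have a fitted effect of over 20% in size; some results filed as inactive show a strong effect at the top dose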
Target sequence (P00811 whole entry, looked up): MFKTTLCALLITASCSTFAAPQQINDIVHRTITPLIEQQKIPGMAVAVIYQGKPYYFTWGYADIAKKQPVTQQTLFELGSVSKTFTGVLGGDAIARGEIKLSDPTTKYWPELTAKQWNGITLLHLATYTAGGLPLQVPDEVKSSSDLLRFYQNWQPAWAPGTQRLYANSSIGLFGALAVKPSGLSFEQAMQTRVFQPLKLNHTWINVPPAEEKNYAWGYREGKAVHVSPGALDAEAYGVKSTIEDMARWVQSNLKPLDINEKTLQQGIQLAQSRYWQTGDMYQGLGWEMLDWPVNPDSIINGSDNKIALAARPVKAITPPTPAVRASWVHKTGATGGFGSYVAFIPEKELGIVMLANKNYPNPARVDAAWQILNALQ
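20 mM phosphate pH 7.0 + 0.01% (detergent screen) or 0.0001% Triton X-100; 5.3 nM AmpC reagent; cpd preinc 15 min RT; nitrocefin (800 uM stock) to start; A480 q20 s × 4 min; Activity was normalised to no-enzyme and no-compound control wells.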
Sm TGR inh: blocks Schistosoma mansoni thioredoxin glutathione reductase; Q962Y6; purified TGR, DTNB reduction, TNB absorbance 405 nm; Potency, µM (top dose mostly 114 µM), for the others: at the top dose activity change, negative = inhibition, actives largely listed as inhibitors; 3% of 360,000 active; AID 485364; also: potency is read from the fitted curve at half-maximal effect; nearly all actives have a fitted effect of over 60% in size
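First, TGR (20 nM dispensed) and NADPH were mixed with compound. Second, a 15 min room-temperature incubation followed. Third, further NADPH and then DTNB were added to start the reaction. Finally, TNB absorbance was monitored kinetically.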
AmpC inh detg: blocks E. coli AmpC beta-lactamase in detergent assay; 0.041% of 370,000 active; Potency, µM (series often up to 114 µM), for the others: top-dose activity change, negative = inhibition, most hits filed as inhibitors; P00811; AmpC hydrolysis of nitrocefin, absorbance 480 nm, 0.01% Triton;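 also: potency is read from the fitted curve at half-maximal effect; 0% = no-compound wells and -100% = no-enzyme wells; nearly all actives have a fitted effect of over 25% in size; some results filed as inactive show a strong effect at the top dose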
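20 mM phosphate pH 7.0 + 0.01% (detergent screen) or 0.0001% Triton X-100; 5.3 nM AmpC reagent; cpd preinc 15 min RT; nitrocefin (800 uM stock) to start; A480 q20 s × 4 min; Activity was normalised to no-enzyme and no-compound control wells.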
Giardia FBPA inh: blocks Giardia fructose-bisphosphate aldolase activity. A8B2U2. purified Giardia FBPA. Potency, µM (highest dose often 59.6 µM), inactives show top-dose activity, negative = inhibition, hits mostly inhibitors. 0.71% of 290,000 active. AID 2451; also: potency is read from the fitted curve at half-maximal effect; nearly all actives have a fitted effect of over 55% in size
Target sequence (A8B2U2 whole entry, looked up): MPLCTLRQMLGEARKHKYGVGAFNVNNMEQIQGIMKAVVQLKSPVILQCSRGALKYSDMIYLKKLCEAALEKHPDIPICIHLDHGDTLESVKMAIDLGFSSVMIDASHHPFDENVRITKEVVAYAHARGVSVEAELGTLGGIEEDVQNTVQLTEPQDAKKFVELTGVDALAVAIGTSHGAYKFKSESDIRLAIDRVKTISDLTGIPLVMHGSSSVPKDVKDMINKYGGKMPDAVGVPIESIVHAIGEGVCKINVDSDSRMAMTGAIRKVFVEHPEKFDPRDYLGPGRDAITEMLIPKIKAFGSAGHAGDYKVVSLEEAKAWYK
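40 nM FBPA preincubated 10 min at RT with compound (up to 57.5 uM final), then substrate plus GAPDH/TPI/NAD/arsenate coupling and diaphorase/resazurin added. Fluorescence read after 20 min at RT, 525/598 nm.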
HCMV antiviral: human cytomegalovirus inhibition | HFF cells, HCMV-luciferase reporter, 72 h; active compounds read low | activity change, negative = inhibition, % at 57.5 µM | 4.5% of 410,000 active; in the data active = activity change below about -60%; inconclusive = no clear call, values can overlap the other calls; inactive = above about -39%
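HFF cells seeded 16 h at 37C, treated with compounds, infected with luciferase-reporter HCMV at MOI 1 PFU/cell; luciferase read at 72 h post infection, normalized to buffer-only and Salinomycin controls.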
Numbers without * were called inactive; u = inconclusive; x = not tested or not shown; & = joins results of further samples; [ ] = remark or other dose. Unless noted, calls follow the shape of the dose curve; as a rule, active = well fitted curve in the direction sought with a large enough effect; inconclusive = small, poorly fitted or top-dose-only effect, or another doubt; inactive = no such curve, though single readings can be large; an effect the other way counts as inactive or inconclusive. Unless noted, % is scaled to controls: 0 for no effect and ±100 for the full control effect. Compounds were not picked by outcome; about 9.9% have a hit in one of these screens.

SMILES	HCV inhibitor	AmpC no deterg	Sm TGR inh	AmpC inh detg	Giardia FBPA inh	HCMV antiviral
COc1ccccc1CNC(=O)C1CCC(CNc2c(N3CCC(C)CC3)c(=O)c2=O)CC1 (stereo unspecified)	15%	32%	14%	8%	3%	0
CC(OC(=O)[C@@H]1CCCN1C(=O)c1cccs1)C(=O)Nc1cccc([N+](=O)[O-])c1 (stereo partly specified)	-13%	-4%	x	x	x	-14
O=C(NC1CC1)C1=C[C@@H](c2c[nH]c3ccccc23)C[C@@H](OCCCCO)O1	u	15%	4%	3%	-1%	14
O=C(CS(=O)c1ccccc1[N+](=O)[O-])Oc1ccc(Br)cc1 (stereo unspecified)	15%	-14%	25µM*	-8%	-13%	-30
CSc1ccc(NC(=O)N2CCC(C(=O)c3ccc(F)cc3)CC2)cc1	u	-35%	1%	-10%	5%	u
C=CCOC(=O)c1c(C)nc2cc3c(cc2c1C)OCO3	u	-22%	-11%	-9%	-9%	38
COc1cccc(-c2nc3c(c(SCc4ccccc4Cl)n2)Cc2c(CO)cnc(C)c2O3)c1	x	x	-11%	17%	x	1
O=C(c1sc2cc([N+](=O)[O-])ccc2c1Cl)N1CCOCC1	-4%	-12%	-5%	3%	-25%	-10
CC(=O)Nc1ccc(S(=O)(=O)N2CCc3ccccc3C2CC(=O)O)cc1 (stereo unspecified)	24%	-12%	1%	0%	x	-27
Cc1ccccc1N1CC(C(=O)Nc2ccc(S(=O)(=O)N3CCOCC3)cc2)CC1=O (stereo unspecified)	7%	35%	4%	-5%	x	-32
COc1cc(Cl)c(S(=O)(=O)n2cnc(C)c2)cc1Cl	8%	-11%	-31%	0%	-15%	-3
CC(C)C[C@H](NC(=O)c1nc[nH]c1C(=O)NCCCCCN)C(=O)OCc1ccccc1	8%	60%	x	x	x	17
Cc1sc2nc(SCC(=O)N3CCCCC3)[nH]c(=O)c2c1C	1%	-9%	2%	7%	-12%	-14
COc1ccccc1/C=C1/C(=O)N(c2ccc([N+](=O)[O-])cc2)N=C1C	14%	-18%	1%	u	-6%	-35
O=C(COc1ccc(F)cc1)N1CCCCCCC1	15%	-6%	-8%	-4%	-1%	33
O=S(=O)(NC(=NC1CCCC1)C(F)(F)F)c1ccccc1	14%	-13%	-23%	u	-8%	32
CC(C)C1C(=O)NC(=S)N1S(=O)(=O)c1ccc(C(C)(C)C)cc1 (stereo unspecified)	-5%	-44%	-3%	-9%	24%	64
NC(N)=Nc1cc2ccccc2c2ccccc12	x	-33%	0%	-2%	3.2µM*	-83*
CN1CCN(C(=O)c2ccccc2NC(=O)c2cccs2)CC1	5%	-25%	0%	u	-1%	22
CC(C)[C@H](Nc1ccc(C(F)(F)F)cc1[N+](=O)[O-])C(=O)O	5%	-21%	0%	-6%	17%	-18
CCOC(=O)C1=C(N)Oc2cc(C)oc(=O)c2C1c1cccnc1 (stereo unspecified)	-6%	-9%	-71%	-13%	-2%	-39
CC(C)C(C(=O)NCC1CCCO1)N(C(=O)CNS(=O)(=O)c1ccc(F)cc1)C1CCCCC1 (stereo unspecified)	13%	111%[activator]	-5%	0%	x	11
O=C(Cc1ccc(-c2ccccc2)cc1)Nc1ncccc1O	-12%	-17%	-13%	u	-16%	74
CCc1ccc(/C=N/N2CCN(c3ccccn3)CC2)cc1	-1%	1%	0%	-14%	7%	-38
O=C(NCc1cccs1)c1cnc(Cl)c(Cl)c1	3%	-8%[11.4 µM]	4%	u	-1%	-3
O=C(N/N=C/c1ccc([N+](=O)[O-])o1)c1cc2c(ccc3ccccc32)o1	u	-20%	-19%	-1%	-17%	-72*
CN(Cc1ccccc1O)CC1CCCN(CCc2ccc(Cl)cc2)C1 (stereo unspecified)	10µM*	16%	2%	-5%	11%	6
Cc1ccc(C)c(NC(=O)C(=O)NCC(c2cccnc2)N2CCN(c3ccc(F)cc3)CC2)c1 (stereo unspecified)	x	x	-15%	2%	x	-21
COc1ccc2cc3cc(C(=O)Nc4cc(OC)c(OC)c(OC)c4)oc3nc2c1	u	1%	8%	-1%	-5%	-13
NC(=O)[C@@H]1CCOc2c(I)cc([N+](=O)[O-])cc2C(=O)N[C@@H](CO)C(=O)NCC(=O)N1	5%	156%[activator]	-8%	-8%	9%	-26

Brought forward from above: five compounds, followed by the next part.
SMILES	HCV inhibitor	AmpC no deterg	Sm TGR inh	AmpC inh detg	Giardia FBPA inh	HCMV antiviral
O=C(N/N=C/c1ccc([N+](=O)[O-])o1)c1cc2c(ccc3ccccc32)o1	u	-20%	-19%	-1%	-17%	-72*
CN(Cc1ccccc1O)CC1CCCN(CCc2ccc(Cl)cc2)C1 (stereo unspecified)	10µM*	16%	2%	-5%	11%	6
Cc1ccc(C)c(NC(=O)C(=O)NCC(c2cccnc2)N2CCN(c3ccc(F)cc3)CC2)c1 (stereo unspecified)	x	x	-15%	2%	x	-21
COc1ccc2cc3cc(C(=O)Nc4cc(OC)c(OC)c(OC)c4)oc3nc2c1	u	1%	8%	-1%	-5%	-13
NC(=O)[C@@H]1CCOc2c(I)cc([N+](=O)[O-])cc2C(=O)N[C@@H](CO)C(=O)NCC(=O)N1	5%	156%[activator]	-8%	-8%	9%	-26
CCn1c(SCC(=O)Nc2nnc(C)s2)nnc1-c1ccco1	-3%	-14%	u	3%	-8%	11
COC(=O)CSc1ccc(C#N)c(SCC(=O)OC)c1	0%	-25%	2%	-8%	x	-11
CCn1cc(C(=O)O)c(=O)c2cc(F)c(N3CCN(C(=S)NC(=O)c4c(OC)cccc4OC)CC3)cc21	-28%	0%	-3%	-13%	-2%	6
Cc1cc(Cl)ccc1OCC(=O)OCC(=O)NC1CCCC1	22%	7%	2%	-1%	x	-14
COC(=O)c1cc2sccc2n1Cc1nc(-c2cccc(Br)c2)oc1C	x	x	-2%	22%	x	7
COc1ccc(-n2nc([N+](=O)[O-])c(=NCc3cccnc3)n2O)cc1	4%	-16%	-19%	-2%	-3%	10
COc1ccc(-c2noc(CNC(=O)c3ccc4c(c3)OCO4)n2)cc1OC	u	4%	2%	-2%	10%	-9
CN(Cc1ccccc1)C(=O)c1nc[nH]c1C(=O)N(C)Cc1ccccc1	20%	-9%	-21%	8%	x	3
CC(=O)N1c2ccc(S(=O)(=O)N3CCCCC3)cc2CC1C(=O)Nc1ccccc1C(F)(F)F (stereo unspecified)	-11%	-3%	-3%	-9%	x	-11
O=C1COc2ccc(C(=O)c3ccccc3C(=O)NCc3ccccc3)cc2N1	u	24%	-1%	1%	-3%	32
CNC(=O)CCCN1C(=O)CCn2nc(-c3cn(C)c4ccccc34)cc21	x	x	0%	-4%	x	19
CSCCC(NS(=O)(=O)c1ccccc1F)C(=O)NCC(C)(C)N1CCOCC1 (stereo unspecified)	23%	4%	-4%	11%	x	0
COc1ccccc1NS(=O)(=O)c1cccc(C(=O)NCC2(N(C)C)CCCCC2)c1	-11%	-12%	-12%	u	x	2
COc1cccc(NC(=O)CN(C)C(=O)CN2C(=O)NC(C)(c3ccc4ccccc4c3)C2=O)c1 (stereo unspecified)	7%	109%[activator]	-25%	u	x	u
O=C(Nc1n[nH]c(C2CCCCC2)n1)C1CCCCC1	20%	-14%	3%	-7%	3%	-10
O=c1[nH]c(-c2cccnc2)nc2ccccc12	1%	-15%	5%	0%	-4%	11
CC(C)CN(C(=O)C1CC1)c1c(N)n(Cc2ccccc2)c(=O)[nH]c1=O	-8%	-21%	u	5%	x	-21
CC(=O)Nc1ccc(N2CCN(c3ccc(F)cc3)CC2)cc1	15%	-7%	-32%	-1%	2%	-37
O=[N+]([O-])c1nn(-c2cccc(Cl)c2)n(O)c1=NCc1cccnc1	u	-20%	-24%	u	-3%	-37
Cc1cccc(-n2c(=O)c3c(c4cc(C)ccc4n3C)n(CC(=O)N3CCCC3)c2=O)c1	x	x	-7%	-10%	x	-14
O=C(Cn1cc2c(n1)CCCC2)N1CCOCC1	5%	0%	-19%	-13%	-12%	-3
CN(CCc1cn[nH]c1)Cc1nc(C(c2ccccc2)c2ccccc2)no1	7%	148%[activator]	-1%[57.1 µM]	-4%	-6%	-26
Cc1ccccc1CNC(=O)c1ccccc1	8%	14%	-21%	-11%	0%	32
CCOC(=O)c1ccc(CNC(=O)Cn2nnc(-c3ccccc3F)n2)o1	18%	-5%	-25%	1%	3%	30
COc1cccc(N2CCN(C(=O)c3cccnc3)CC2)c1	20%	5%	7%	-3%	-2%	-15
COCCOc1cc(COC)nc(-c2cccc(C)c2)n1	-23%	8%	3%	1%	5%	2
COC(=O)c1ccc(COc2ccccc2[N+](=O)[O-])o1	-11%	-14%	-1%	0%	3%	-40
CN(C)c1ccnc(Nc2ccc(O)cc2)c1C#N	13%	-11%	-9%	u	-13%	0
CN(Cc1ccc(C(C)(C)C)cc1)C(=O)c1ccc2c(c1)OCO2	u	14%	-22%	-19%	x	-18
CN(CCOc1ccc(Cl)c(Cl)c1)Cc1ccccc1	-7%	0%	-18%	-12%	u	-33
CCOC(=O)C1=C(Nc2ccccc2)OCC1=O	-4%	-7%	0%	-9%	4%	-26
CCOC(=O)c1c(S(=O)(=O)NCC(=O)Nc2cc(C)ccc2OC)c(C)n(C)c1C	18%	26%	-12%&-2%	1%&9%	x	11&8
COc1cccc(CN2CCCC(CNC(=O)c3ccc(F)cc3)C2)c1OC (stereo unspecified)	-10%	2%	-1%[57.1 µM]	1%	5%	u
O=C(C1CCN(S(=O)(=O)N2CCOCC2)CC1)N1CCN(Cc2ccccc2)CC1	2%	29%	0%	-14%	-2%	53
CC(=O)c1ccc(C(=O)N2CCCC(C(=O)c3cc(F)ccc3F)C2)s1 (stereo unspecified)	-2%	5%	5%	-1%	0%	-28
O=C(c1ccc(Cl)cc1)N1CCC(O)(CSc2ccc(Cl)cc2)CC1	-11%	109%[activator]	-3%	-10%	-5%	11
COc1ccccc1C(=O)O/N=C(\c1ccccc1)c1ccncc1	-9%	-4%	13%	9%	1%	36
COc1cccc(/C=N/n2c(-c3cc(C)[nH]n3)n[nH]c2=S)c1OC	0%	-31%	0%	-1%	-6%	3
COc1cc(C(O)CO)ccc1OS(=O)(=O)O (stereo unspecified)	4%	-4%	-2%	-13%	1%	-73*
CCOc1ccc(OCC(O)CNC2CCN(Cc3ccccc3)CC2)cc1 (stereo unspecified)	u	19%	-3%	-4%	5%	-64*
CCOC(=O)C(Cc1c[nH]c2ccccc12)NC(=O)CNC(C)=O (stereo unspecified)	19%	-12%	-1%	-13%	-11%	-1
COc1ccc(NC(=O)c2sc3nc(C)c(C(=O)Nc4ccc(C)cc4C)c(-c4ccc(Cl)cc4)c3c2N)cc1	x	x	-2%	-6%	x	-1
CCC(C)(C)n1nnnc1C(c1ccc(OC)c(OC)c1)N1CCN(c2cccc(OC)c2)CC1 (stereo unspecified)	8%&-7%	279%[activator]	u	u	-7%	u
CN(C)CCCN(C(=O)c1cc2cc([N+](=O)[O-])ccc2s1)c1nc2cc3c(cc2s1)OCCO3	u	61%[activator]	4%	-13%	x	-98*
CC(C)=C(NC(=O)c1ccccc1)C(=O)NCc1ccccc1	19%	-19%	1%	5%	1%	28
